Screening results from PubChem.
Spn DPM-DC inh: blocks S. pneumoniae diphosphomevalonate decarboxylase | calls only at 10 µM | purified DPM-DC, PK/LDH coupled NADH fluorescence | AID 556 | 65,000 compounds, 0.49% hits;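 active means the 320 compounds with the highest percent inhibition in the single-dose primary screen, excluding strongly autofluorescent ones, cut at about 32% in these data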;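 further: kinetic rate of NADH fluorescence loss reporting ADP formed by the decarboxylase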
LYP phosphatase: inhibition of human PTPN22 tyrosine phosphatase – biochemical, DiFMUP fluorescence, recombinant catalytic domain, 10 µM, primary screen (AID 606). recombinant LYP catalytic domain, DiFMUP fluorescence; higher % means a stronger effect. one-dose inhibition, % at 10 µM; IC50 in µM for titrated hits. 52,000 tested, under 10 active;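 active means IC50 under 40 µM in the dose-response test; inactive means IC50 of 40 µM or more, or never dose-tested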
HPDE-C7 cytotoxicity: HPDE-C7 pancreatic duct cell viability loss – fluorescence, HTS (AID 430); HPDE-C7 pancreatic duct cells viability, fluorescence; higher % means a stronger effect; cytotoxicity, % at 10 µM; hits with a dose series show EC50 in µM; 63,000 compounds, 1.8% hits;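 further: cells exposed to compound for 48 hours before viability readout; 0% = vehicle and 100% = reference cytotoxic drug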
Alkaline phosphatase: inhibition of tissue-nonspecific alkaline phosphatase – biochemical, luminescent (AID 518); purified TNAP enzyme, luminescent substrate readout; higher % means a stronger effect; inhibition, % at 20 µM, or IC50 in µM where a hit was titrated; 64,000 compounds, 0.09% hits; in the data active means a potency from the dose series; inactive means the rest, 99 in 100 with inhibition below about 22%;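 further: plate controls were vehicle for no effect and reference inhibitor for full effect; many of its hits are not listed in these tables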
Bfl-1 inhibitors: Bfl-1 inhibitors, primary screen, biochemical, fluorescence polarization, FITC-Bid, mouse (AID 432) | one-dose displacement, % at 20 µM; IC50 in µM for titrated hits | 64,000 compounds, 0.02% hits | FITC-Bid BH3 peptide fluorescence polarization displacement; higher % means a stronger effect; in the data active means a potency from the dose series; inactive means the rest, 99 in 100 with displacement below about 15%; further: strong numbers were not always called active
HPDE-C7K KRASV12: viability loss of HPDE-C7K cells – cell-based, fluorescence, HTS, primary screen (AID 431) | HPDE-C7K KRASV12 cells, Alamar Blue viability, 48 h; higher % means a stronger effect | cytotoxicity, % at 10 µM; hits with a dose series show EC50 in µM | 63,000 compounds, 1.7% hits;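 active means compounds whose percent cytotoxicity in the single-dose primary screen, scaled between solvent and toxic-drug controls, exceeds 50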;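 further: 0% = DMSO solvent wells and 100% = doxorubicin-treated wells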
Spn PMK inh: blocks S. pneumoniae phosphomevalonate kinase. 65,000 compounds, 0.49% hits. inhibition, % at 10 µM. purified PMK, PK/LDH-coupled NADH absorbance 340 nm;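 active means top-ranked compounds by inhibition in the single 10 µM screen, taking a fixed number of the strongest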;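 further: 0% = full reaction with DMSO carrier and 100% = background rate without enzyme reaction; no value below 0 was filed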
Spn MK inh: inhibitors of Streptococcus pneumoniae mevalonate kinase; purified MK, PK/LDH-coupled NADH absorbance 340 nm; inhibition, % at 10 µM; 65,000 compounds, 0.48% hits;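 active means ranked among the strongest by inhibition in the single 10 µM screen, a fixed top-ranked set picked for dose follow-up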; further: no value below 0 was filed
HT1080 viability: cytotoxicity in HT1080 fibrosarcoma cells, cell-based, fluorescence readout (AID 620); HT1080 viability, fluorescence; higher % means a stronger effect; cytotoxicity, % at 10 µM; hits with a dose series show EC50 in µM; 87,000 compounds, 0.42% hits;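 further: cells exposed to compound overnight then 4 h with Alamar Blue; 0% = vehicle DMSO and 100% = killing control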
Spn PMK inh pilot replicates: recorded beside Spn PMK inh, whose call it bears; inhibition, %; measured here: pilot screen replicates
Spn MK inh pilot replicates: also measured in Spn MK inh; calls as there; inhibition, %; measured here: pilot screen replicates
Spn DPM-DC inh pilot screen %: further read-out of Spn DPM-DC inh, marked with its call; inhibition, %; measured here: pilot screen trials
The depositor's hits bear a star; i = inactive; . = not tested or not shown; + = active, no number. Unless noted, no stated cut-off is given here; in the data, active means cytotoxicity above about 50%; inactive means the rest.

SMILES	Spn DPM-DC inh	LYP phosphatase	HPDE-C7 cytotoxicity	Alkaline phosphatase	Bfl-1 inhibitors	HPDE-C7K KRASV12	Spn PMK inh	Spn MK inh	HT1080 viability	others
O=C(c1cc2nc(-c3ccco3)cc(C(F)(F)F)n2n1)N1CCCCCC1	.	4%	-23%	17%	3%	-33%	13	5	12%
CCC(c1c(C)n(C)n(-c2ccccc2)c1=O)c1c(C)n(C)n(-c2ccccc2)c1=O	i	5%	-6%	9%	-8%	4%	5	11	-5%	Spn PMK inh pilot replicates=0.0;Spn MK inh pilot replicates=0.0;Spn DPM-DC inh pilot screen %=0.0
COC(=O)c1sc(NC(=O)c2csc3c2CCCC3)nc1C	i	-2%	-3%	1%	-3%	10%	7	7	-2%
COCCSc1nnc(NC(=O)Cc2cccs2)s1	i	7%	14%	19%	-10%	6%	0	9	1%
CCC(C(=O)O)n1c(C(F)(F)F)nc2ccccc21 (stereo not drawn)	i	.	-9%	5%	5%	-18%	13	5	-4%	Spn PMK inh pilot replicates=0.5;Spn MK inh pilot replicates=1.5;Spn DPM-DC inh pilot screen %=0.0
CCOC(=O)C1=C(C)OC(N)=C(C#N)C1c1cc(OC)c2c(c1)OCO2 (stereo not drawn)	i	-2%	7%	9%	-16%	11%	6	8	17%
Cc1ccc(C)c(NC(=O)c2ccc3c(c2)N(Cc2ccc(F)cc2)C(=O)CS3=O)c1 (stereo not drawn)	i	5%	12%	10%	0%	5%	0	1	-1%	Spn PMK inh pilot replicates=1.0;Spn MK inh pilot replicates=2.5;Spn DPM-DC inh pilot screen %=0.0
COc1ccc(/C=N/c2nc3ccccc3n2C)cc1OC	i	-2%	-15%	10%	0%	-12%	6	6	0%
Cc1cc(=O)oc2cc(OCC(=O)N3CCCC(C)C3)ccc12 (stereo not drawn)	i	4%	2%	8%	-4%	0%	13	2	-4%
Cc1cccc2cc(C#N)c(NCCNS(=O)(=O)c3ccc4c(c3)OCCO4)nc12	i	.	5%	4%	2%	3%	10	4	2%
COc1ccc(C2C3=C(CCCC3=O)Nc3nc4ccccc4n32)cc1OC (stereo not drawn)	.	5%	6%	4%	-1%	4%	6	10	4%
Cc1ccc(C)c(N(C(=O)Cn2nnc(-c3cccs3)n2)C(C(=O)NC2CC2)c2ccc(C)o2)c1 (stereo not drawn)	i	16%	-9%	10%	14%	-11%	13	8	9%
Cn1c(-c2ccc(C(C)(C)C)cc2)n[nH]c1=S	i	-11%	-29%	-2%	2%	-14%	0	0	-5%	Spn PMK inh pilot replicates=2.5;Spn MK inh pilot replicates=0.0;Spn DPM-DC inh pilot screen %=7.0
Cn1c(=O)oc2cc(S(=O)(=O)Nc3cccc(C(=O)O)c3)ccc21	i	4%	3%	13%	-2%	-9%	17	9	-16%
Cc1cc2c(s1)CCCCC(=O)N2	i	.	-15%	8%	-4%	-7%	5	6	-6%
COCC(=O)N(Cc1cc2ccccc2[nH]c1=O)c1ccc(OC)cc1	i	13%	1%	8%	3%	9%	0	10	1%
O=C(NCc1cccs1)C1CCN(c2ccc(S(=O)(=O)N3CCOCC3)cc2Cl)CC1	i	.	28%	0%	2%	32%	2	0	68%*
Cn1c(=O)c2c(nc(CN3CCc4ccccc4C3)n2Cc2ccc(Cl)cc2)n(C)c1=O	i	-5%	.	.	.	.	11	15	-5%
O=C(CSc1nccn1-c1cccc(Cl)c1)NC1CCCC1	i	-3%	-10%	6%	-2%	-9%	13	1	-2%	Spn PMK inh pilot replicates=0.0;Spn MK inh pilot replicates=1.5;Spn DPM-DC inh pilot screen %=5.5
Fc1ccc(-c2nnc3ccc(N4CCCC4)nn23)cc1	i	15%	4%	11%	-8%	0%	7	17	-9%	Spn PMK inh pilot replicates=2.0;Spn MK inh pilot replicates=0.5;Spn DPM-DC inh pilot screen %=0.0
CCN(CC)CCN1C(=O)C(=O)/C(=C(/O)c2c(C)[nH]c(C(=O)OC)c2C)C1c1cccnc1 (stereo not drawn)	i	4%	-10%	12%	-11%	-20%	1	1	6%
CCOC(=O)C1C(=O)CC(=O)CC1CC(C)SCC (stereo not drawn)	i	9%	4%	1%	-1%	-7%	0	17	0%
CC(=O)Nc1ccc(S(=O)(=O)N[C@H](C(=O)O)C(C)C)cc1	i	9%	-7%	5%	2%	-11%	2	0	-6%
Cc1c(C(=O)NCCCN2CCCC2=O)oc2ccccc12	i	10%	-4%	7%	1%	2%	6	8	1%
CCOC(=O)C1CCN(C(=O)CCNC(=O)Cn2ccc3ccccc3c2=O)CC1	i	.	-22%	-2%	-19%	-10%	0	9	-6%
COc1ccc(-c2nc(CSCC(=O)N3CCN(C(=O)c4ccco4)CC3)c(C)o2)cc1OC	i	-8%	-9%	0%	-1%	4%	9	4	-11%
COc1ccc(CSc2nncn2N)cc1Br	i	6%	-7%	9%	-9%	3%	13	8	-5%
Cc1cc(NCCCN2CCOCC2)n2ncc(-c3ccc(Cl)cc3)c2n1	.	-2%	12%	14%	-3%	24%	10	13	0%
COC(=O)CNC(=O)c1cn(CC(C)C)c(=O)c2cc(OC)c(OC)cc12	i	1%	-6%	6%	2%	-12%	0	4	9%
Cc1ccc2c(c1)NC(=O)C(CC(=O)NCCCN1CCN(c3cc(C)ccc3C)CC1)O2 (stereo not drawn)	i	9%	-4%	8%	-1%	5%	0	6	32%
OCCCc1nc2n(n1)C(c1ccccc1Cl)C=C(c1cccs1)N2 (stereo not drawn)	.	.	-6%	31%	21%	-6%	7	0	0%
CCN1CCN(Cc2nc3c(c(=O)n(C)c(=O)n3C)n2Cc2ccccc2Cl)CC1	i	4%	1%	11%	-9%	-6%	9	11	3%
CC1CCN(C(=O)CSc2nnc(CNC(=O)COc3ccc(Cl)cc3)o2)CC1	i	5%	-11%	6%	-4%	-15%	15	0	.
CCOC(=O)c1cc2nc(Nc3ccc(OC)cc3)sc2s1	+	5%	48%	4%	-19%	44%	5	0	0%
COCCn1nnnc1C(c1cc2ccc(OC)cc2[nH]c1=O)N1CCN(C2CCCCC2)CC1 (stereo not drawn)	i	.	-4%	12%	-2%	-16%	2	7	-1%
O=C(OCC(=O)N1CCOCC1)c1ccc2c(c1)OCCO2	i	-8%	1%	6%	-5%	2%	15	0	6%
C=CCNC(=O)CN(c1ccc(F)c(Cl)c1)S(C)(=O)=O	i	-1%	1%	11%	-5%	5%	12	9	-6%
O=C(Cn1ncc2c(=O)oc3ccccc3c21)NCCN1CCN(c2ccccc2F)CC1	i	12%	-15%	1%	2%	-10%	3	9	-3%
Cn1c(=O)c2nc(NCc3ccccc3)cnc2n(C)c1=O	i	-12%	1%	2%	6%	9%	14	5	-5%
O=C(CSc1nnc(Cn2c(=O)sc3ccccc32)n1-c1ccccc1)Nc1nccs1	i	.	7%	18%	-4%	1%	7	8	.	Spn PMK inh pilot replicates=3.5;Spn MK inh pilot replicates=1.5;Spn DPM-DC inh pilot screen %=2.5
O=C(NCCN1CCOCC1)NC1(C(F)(F)F)Oc2ccc(Cl)cc2O1 (stereo not drawn)	i	14%	38%	11%	8%	21%	5	7	6%	Spn PMK inh pilot replicates=2.0;Spn MK inh pilot replicates=0.5;Spn DPM-DC inh pilot screen %=0.0
CCCn1c(C(O)c2cc(OC)ccc2OC)nc2ccccc21 (stereo not drawn)	i	10%	3%	6%	1%	6%	7	6	-6%
Cc1ccc(-c2nnc(CSc3nc(C)nc4sc(C)c(C)c34)o2)cc1	i	.	-6%	12%	-9%	-1%	4	6	17%
CC(C(=O)NCC1(c2ccccc2)CCCC1)N1CCOCC1 (stereo not drawn)	i	.	5%	12%	-4%	17%	14	0	-2%
COc1cccc(-c2nc(=S)c3c(n2Cc2ccco2)CCCC3)c1	i	0%	-23%	8%	-6%	-17%	4	16	-2%
CC1CCN(C(=O)CSc2ccc(-c3ccc(F)cc3)nn2)CC1	i	.	3%	2%	0%	0%	15	0	-15%
CCOC(=O)C1=C(C)NC(C)=C(C(=O)OCC)C1c1ccc(OC)cc1	i	.	11%	5%	-4%	17%	13	0	-9%
CC(=O)C1=C(C)NC(SCC(=O)c2ccc(Cl)cc2Cl)=C(C#N)C1c1ccco1 (stereo not drawn)	i	3%	41%	13%	-3%	41%	2	7	-6%
O=S(=O)(c1ccc(Cl)c(C(F)(F)F)c1)N1CCN(CC(O)COCC2CCCO2)CC1 (stereo not drawn)	i	25%	4%	6%	-6%	14%	12	18	4%
CCOC(=O)c1cccc(NC(=O)C2CCC(CNc3c(N4CCOCC4)c(=O)c3=O)CC2)c1 (stereo not drawn)	i	8%	-14%	-1%	-2%	5%	9	8	10%
Cc1noc(C)c1S(=O)(=O)N(CC(=O)N1CCCCCC1)c1ccc(C(C)C)cc1	i	2%	2%	10%	-5%	4%	7	3	-7%
O=C(C(F)C(F)(F)F)N1CCN(c2ccccc2)CC1 (stereo not drawn)	i	2%	4%	4%	0%	1%	19	11	18%

Ten structures already listed, sorted by count of non-hydrogen atoms, high to low.
SMILES	Spn DPM-DC inh	LYP phosphatase	HPDE-C7 cytotoxicity	Alkaline phosphatase	Bfl-1 inhibitors	HPDE-C7K KRASV12	Spn PMK inh	Spn MK inh	HT1080 viability	others
CCOC(=O)c1cccc(NC(=O)C2CCC(CNc3c(N4CCOCC4)c(=O)c3=O)CC2)c1 (stereo not drawn)	i	8%	-14%	-1%	-2%	5%	9	8	10%
O=C(CSc1nnc(Cn2c(=O)sc3ccccc32)n1-c1ccccc1)Nc1nccs1	i	.	7%	18%	-4%	1%	7	8	.	Spn PMK inh pilot replicates=3.5;Spn MK inh pilot replicates=1.5;Spn DPM-DC inh pilot screen %=2.5
O=S(=O)(c1ccc(Cl)c(C(F)(F)F)c1)N1CCN(CC(O)COCC2CCCO2)CC1 (stereo not drawn)	i	25%	4%	6%	-6%	14%	12	18	4%
Cc1noc(C)c1S(=O)(=O)N(CC(=O)N1CCCCCC1)c1ccc(C(C)C)cc1	i	2%	2%	10%	-5%	4%	7	3	-7%
CC(=O)C1=C(C)NC(SCC(=O)c2ccc(Cl)cc2Cl)=C(C#N)C1c1ccco1 (stereo not drawn)	i	3%	41%	13%	-3%	41%	2	7	-6%
Cc1ccc(-c2nnc(CSc3nc(C)nc4sc(C)c(C)c34)o2)cc1	i	.	-6%	12%	-9%	-1%	4	6	17%
COc1cccc(-c2nc(=S)c3c(n2Cc2ccco2)CCCC3)c1	i	0%	-23%	8%	-6%	-17%	4	16	-2%
CCCn1c(C(O)c2cc(OC)ccc2OC)nc2ccccc21 (stereo not drawn)	i	10%	3%	6%	1%	6%	7	6	-6%
CC(C(=O)NCC1(c2ccccc2)CCCC1)N1CCOCC1 (stereo not drawn)	i	.	5%	12%	-4%	17%	14	0	-2%
O=C(C(F)C(F)(F)F)N1CCN(c2ccccc2)CC1 (stereo not drawn)	i	2%	4%	4%	0%	1%	19	11	18%
